From PubChem BioAssay
RGS7-Gao reg – RGS7-Galphao binding modulators, primary screen, biochemical, multiplexed bead flow cytometry; Guanine nucleotide-binding protein G(o) subunit alpha (Homo sapiens), P09471; actives lie on both sides; binding response (% of control), % at 10 µM; 220,000 tested, 0.35% active; in the data active means binding response below about 49% or above about 150%; inconclusive means no clear call, values can overlap the other calls; inactive means in between;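 further: fluorescent Galphao held in activated GDP-AlF4 state binding bead-coupled RGS7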
Target sequence (P09471 whole entry, looked up): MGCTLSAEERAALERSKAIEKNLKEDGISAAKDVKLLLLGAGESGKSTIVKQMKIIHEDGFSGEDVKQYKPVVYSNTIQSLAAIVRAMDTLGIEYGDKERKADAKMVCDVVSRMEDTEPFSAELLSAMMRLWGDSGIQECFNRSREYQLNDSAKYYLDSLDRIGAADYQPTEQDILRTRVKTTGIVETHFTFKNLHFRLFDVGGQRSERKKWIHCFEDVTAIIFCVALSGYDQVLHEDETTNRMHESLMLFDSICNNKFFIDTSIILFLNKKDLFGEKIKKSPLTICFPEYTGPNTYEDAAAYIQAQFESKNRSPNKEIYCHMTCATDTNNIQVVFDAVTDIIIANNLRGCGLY
RGS8-Gao – RGS8-Galphao binding modulators, primary screen, biochemical, multiplexed bead flow cytometry; actives lie on both sides; response (percent of control binding), % at 10 µM; 220,000 tested, 0.34% active; AID 1423, 2008; in the data active means response below about 60% or above about 140%; inactive means in between;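 further: Galphao activated as the GDP aluminium fluoride complex binding bead-coupled RGS8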
Bcl-W Bim block – inhibitors of Bim binding to Bcl-W, primary screen, biochemical, multiplexed, bead-based flow cytometry; inhibition, % at 10 µM; AID 952, 2007; Bim peptide-Bcl-W binding; 190,000 tested, 0.02% active;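 further: 0% = bound tracer without compound and 100% = peptide blocker; higher means less fluorescent Bim peptide bound to Bcl-W beads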
Target sequence (Q92843 whole entry, looked up): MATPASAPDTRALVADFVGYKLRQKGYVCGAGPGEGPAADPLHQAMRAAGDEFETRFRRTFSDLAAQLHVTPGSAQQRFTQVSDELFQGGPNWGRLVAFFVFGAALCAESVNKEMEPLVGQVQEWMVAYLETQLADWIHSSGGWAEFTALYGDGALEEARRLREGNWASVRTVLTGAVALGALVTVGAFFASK
GSH fluor – compound fluorescence on glutathione beads, profiling panel, artefact control, biophysical, 488/530 nm, flow cytometry. GSH beads flow cytometry, compound fluorescence 488/530 nm; hits give high values. fluorescence (KMESF) at 10 µM. 190,000 tested, 0.25% active. AID 1776, 2009; in the data active means fluorescence above about 89;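 further: glutathione beads carrying GST-tagged Bcl family fusion proteins plus one bare bead set; values are compound well signal with DMSO vehicle wells as background; inactives centre near 16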
Bfl-1 Bim block – inhibitors of Bim binding to Bfl-1, primary screen, biochemical, multiplexed, bead-based flow cytometry. Bim-Bfl-1 binding inhibition. inhibition, % at 10 µM. 190,000 tested, 0.12% active. AID 1008, 2008;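 further: 0% = wells without compound plus tracer and 100% = blocker peptide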
ABCG2 block – ABCG2 efflux pump inhibitors, primary screen, multiplex with ABCB1, IgMXP3 cells, flow cytometry; 190,000 tested, 0.1% active; AID 1325, 2008; inhibition, % at 6.6 µM; JC-1 efflux;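 active means inhibition above 80%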;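 further: 0% = DMSO and 100% = nicardipine control wells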
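material = IgMXP3 (ABCG2) plus far-red-tagged CCRF-Adr (ABCB1) cells | amount = 3 million cells/mL, equal mix of both lines | also added = JC-1 transporter substrate | dosing = one concentration, 6.6 µM final | schedule = 10 min at 25 °C | measured by = flow cytometric JC-1 green MFI at 530 nm | read-out basis = percent efflux inhibition, scaled nicardipine 100% to DMSO 0%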
Bim-Bcl-2 – inhibitors of Bim-Bcl-2 binding, primary screen, biochemical, multiplexed, human Bcl-2 family; Apoptosis regulator Bcl-2 (Homo sapiens), P10415; Bead-based flow cytometry, Bim peptide-Bcl-2 binding; inhibition, % at 10 µM; 190,000 tested, 0.06% active; AID 950, 2007; in the data active means inhibition above about 40%; inconclusive means no clear call, values can overlap the other calls;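 further: 0% = no compound wells with probe peptide and 100% = reference peptide inhibitor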
Target sequence (P10415 whole entry, looked up): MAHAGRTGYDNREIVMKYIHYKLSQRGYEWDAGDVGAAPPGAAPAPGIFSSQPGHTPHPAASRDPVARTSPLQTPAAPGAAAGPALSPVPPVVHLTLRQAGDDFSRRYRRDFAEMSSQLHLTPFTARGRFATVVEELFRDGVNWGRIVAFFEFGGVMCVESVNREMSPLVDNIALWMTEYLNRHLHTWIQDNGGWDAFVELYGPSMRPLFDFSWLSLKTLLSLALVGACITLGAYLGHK
Bim-Bcl-XL – inhibitors of Bim-Bcl-XL binding, primary screen, biochemical, multiplexed, bead flow cytometry, human Bcl-XL; inhibition, % at 10 µM; Bim peptide-Bcl-XL binding, fluorescence; AID 1007, 2008; 190,000 tested, 0.04% active; Bcl-2-like protein 1 (Homo sapiens), Q07817
Target sequence (Q07817 whole entry, looked up): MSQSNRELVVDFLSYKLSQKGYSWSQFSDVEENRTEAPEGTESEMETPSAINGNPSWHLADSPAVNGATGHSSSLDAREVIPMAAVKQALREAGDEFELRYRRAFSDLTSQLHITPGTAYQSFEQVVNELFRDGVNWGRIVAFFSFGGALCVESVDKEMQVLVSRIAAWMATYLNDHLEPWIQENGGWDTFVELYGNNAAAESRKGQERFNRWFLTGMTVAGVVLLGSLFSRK
ABCB1 block – ABCB1 efflux pump inhibitors, primary screen, cell-based, multiplex, flow cytometry, ABCG2 counter-screen. ATP-dependent translocase ABCB1 (Homo sapiens), P08183. CCRF-Adr cells, JC-1 efflux. inhibition, % at 6.6 µM. 190,000 tested, 0.067% active. AID 1326, 2008; in the data active means inhibition above about 40%;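 further: 0% = vehicle and 100% = reference inhibitor; higher value means more JC-1 retained so stronger ABCB1 efflux block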
RGS4-Gao reg – modulators of RGS4 binding to Galphao, primary screen, biochemical, multiplexed bead flow cytometry; AID 1415, 2008; binding response (% of control), % at 10 µM; actives lie on both sides; Guanine nucleotide-binding protein G(o) subunit alpha (Homo sapiens), P09471; 220,000 tested, 0.33% active; in the data active means binding response below about 49% or above about 150%; inactive means in between;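 further: fluorescent Galphao activated with aluminum fluoride binding bead-coupled RGS4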
Bcl-B Bim block – inhibitors of Bim-Bcl-B binding, primary screen, biochemical, multiplexed, human Bcl-2 family; inhibition, % at 10 µM; Bcl-2-like protein 10 (Homo sapiens), Q9HD36; 190,000 tested, 0.073% active; bead-based flow cytometry, Bim peptide-Bcl-B binding;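 further: 0% = tracer peptide without compound and 100% = reference inhibitor peptide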
* marks the source's active call; other numbers are inactive results; ? = inconclusive. Unless noted, no stated cut-off is given here; in the data, active means inhibition above about 40%.

SMILES	RGS7-Gao reg	RGS8-Gao	Bcl-W Bim block	GSH fluor	Bfl-1 Bim block	ABCG2 block	Bim-Bcl-2	Bim-Bcl-XL	ABCB1 block	RGS4-Gao reg	Bcl-B Bim block
CC(C)NS(=O)(=O)c1ccc(OCC(=O)N2CCN(Cc3ccccc3)CC2)c(Cl)c1	104	105	0	10	0	2	0	2	0.5	104	-3
COc1ccc2[nH]cc(CCN=C(N)N)c2c1	105	101	-2	24	-1	22	-1	2	1.6	102	-6
CC(C)OCCCNC(=O)c1c(N)n(CC2CCCO2)c2nc3ccccc3nc12 (centres undefined)	97	99	5	32	1	21	8	2	2.4	98	0
CCOc1ccccc1C1SCC(=O)Nc2c1c(=O)[nH]n2C(CC)CC (centres undefined)	101	100	1	14	-10	1	-14	-4	0.4	104	-12
CN1/C(=C\C=C\C2=[N+](C)c3ccc4ccccc4c3C2(C)C)C(C)(C)c2ccccc21	91	94	0	9	8	-5	8	2	-1.2	88	-6
Cc1ccc(NC2=NCCCS2)c(C)c1C	100	101	0	8	0	3	1	-1	0.7	99	0
N=C1SCC(=O)N1Cc1ccccc1	96	100	0	25	4	2	3	-1	0.2	99	4
CCN(CC)CC(=O)Nc1ccc(Cl)cc1C(=O)c1ccccc1	104	104	-4	17	-3	5	0	-5	1.1	102	-3
Cc1ccc(CN2C3CCCC2CC(NC(=S)NCc2ccccc2)C3)cc1 (centres undefined)	103	101	-1	21	-6	1	-1	0	0.7	101	-8
CC(=O)NNC(=O)CN1C(=O)CN=C(c2ccccc2)c2cc(Br)ccc21	98	103	-1	10	-5	-1	0	-3	0.1	101	0
CC(C)NC(C)C(=O)C12CC3CC(CC(C3)C1)C2 (centres undefined)	99	100	-3	23	-16	14	-10	-7	1.4	99	-9
COc1ccc(NC(=O)N2CCC3(CC2)OCCO3)c(OC)c1	102	104	0	8	2	2	3	-5	0.4	94	0
CCOC(=O)c1c(C)n(CCOC)c2ccc(O)cc12	98	99	-3	24	-1	16	-2	-9	1.1	98	0
Cc1ccc(P(=S)(c2ccc(C)o2)N2CCOCC2)o1	103	102	-1	11	-14	0	-7	-3	0.2	105	-9
COc1ccc(C2NCCc3[nH]cnc32)cc1 (centres undefined)	98	106	3	27	-8	0	0	0	-0.1	101	0
Cc1cc(C=C2C(=O)N(C)C(=S)N(C)C2=O)c(C)n1C1CCCC1	98	98	20	34	9	9	8	12	-0.1	100	-3
CC(NC1CCCCC1)C(O)C12CC3CC(CC(C3)C1)C2 (centres undefined)	102	91	0	7	2	1	2	-1	0.8	102	2
COc1cc(/C=C2\C(=O)NC(=O)N(CCc3ccc(F)cc3)C2=O)ccc1O	101	103	-6	18	-13	-3	-7	-13	-0.6	101	-14
Cc1cc(OCc2nn[nH]n2)c2c3c(c(=O)oc2c1)CCCC3	97	97	0	14	1	1	1	-1	0.1	89	2
COc1ccc(C)cc1NC(=O)c1c(C)nn(Cc2ccccc2)c1Cl	102	101	-5	12	-2	26	-4	-3	1.1	101	-2
CN1C(=O)C(C2c3ccccc3C(=O)N2Cc2ccccc2)C(=O)N(C)C1=O (centres undefined)	97	94	2	55	-11	1	-8	-7	0.5	98	-4
O=C(CNC(=O)c1ccccc1)Nc1ccc(Br)cc1C(=O)c1ccccc1	95	103	-4	23	-10	5	-12	-5	1.5	99	-9
Cc1[nH]c2c(C(F)(F)F)cccc2c1CCN	99	103	1	12	-10	0	-10	-4	0.2	103	-7
CN1c2ccc([N+](=O)[O-])cc2CC2(C(=O)NC(=O)NC2=O)C1c1ccccc1 (centres undefined)	93	99	-4	9	-12	1	-10	-6	0.6	96	-8
O=C(c1cccs1)C1CN2CCC1CC2 (centres undefined)	100	101	0	28	-13	3	-14	-16	0.9	98	-9
CCC12CN3CC(CC)(CN(C1)C3c1cccnc1)C2=O (centres undefined)	100	101	-2	25	0	0	-1	-2	0.0	104	0
Nc1ccc2c(c1)Cc1ccccc1-2	104	103	-1	11	-3	-3	-3	-4	-0.9	104	-7
Cc1ccc2nc(C)n(-c3ccc(F)cc3)c(=O)c2c1	107	101	0	15	-7	6	-3	0	1.5	105	-4
Cc1nn(Cc2ccccc2)c(C)c1C(=O)NCc1ccccc1F	98	96	-1	12	-4	-1	-5	0	-0.2	101	-2
CC(=O)OC1(c2ccccc2)CCN(C)CC1(C)C (centres undefined)	96	76	0	17	3	1	0	0	0.3	96	0
CCOC(=O)C1CCN(C(C)C(=O)c2c(C)[nH]c3cc(C)ccc23)CC1 (centres undefined)	86	91	0	17	-1	3	-3	0	0.8	86	0
Nc1c(C(=O)NCCc2ccccc2)c2nc3ccccc3nc2n1CCN1CCOCC1	99	101	-2	12	1	6	-3	-3	1.4	98	0
O=C(c1cc2c(s1)CCCCCC2)N1CCC2(CC1)OCCO2	107	101	2	10	-8	1	-5	-2	0.4	99	-2
CCCCP(=O)(O)CCC(=O)O	99	100	0	36	-13	38	-6	-4	1.1	100	-5
COc1ccccc1Cn1c(SCC(=O)C(C)(C)C)nc2cc(C(=O)N3CCC4(CC3)OCCO4)ccc2c1=O	97	102	-2	26	-3	13	-4	-5	13	98	-3
CCCC(=O)Nc1cc(C(=O)N2CCC3(CC2)OCCO3)ccc1S(=O)(=O)c1ccc(C)cc1	108	105	-2	12	0	3	-4	2	0.5	104	-1
O=C(Cc1ccccc1)OCCN1CCCCC1	101	99	0	4	-9	3	-2	-6	0.2	99	-4
Cc1cc(N2C(=O)CC(N3CCC(n4c(=O)[nH]c5ccccc54)CC3)C2=O)no1 (centres undefined)	100	102	-1	33	-18	8	-8	-7	1.1	99	-8
CCN1C(=O)C(=C2C=C(C)OC(C)=C2)C(=O)N(CC)C1=S	94	96	-1	15	-2	-4	-4	0	-1.3	100	-11
CN1CCN(/N=C/c2c(O)n(C)c(=O)n(C)c2=O)CC1	98	100	0	17	-6	-5	-4	-1	-2.5	101	-2

Part of the list above, with bars between the fields:
SMILES | RGS7-Gao reg | RGS8-Gao | Bcl-W Bim block | GSH fluor | Bfl-1 Bim block | ABCG2 block | Bim-Bcl-2 | Bim-Bcl-XL | ABCB1 block | RGS4-Gao reg | Bcl-B Bim block
CCC12CN3CC(CC)(CN(C1)C3c1cccnc1)C2=O (centres undefined) | 100 | 101 | -2 | 25 | 0 | 0 | -1 | -2 | 0.0 | 104 | 0
Nc1ccc2c(c1)Cc1ccccc1-2 | 104 | 103 | -1 | 11 | -3 | -3 | -3 | -4 | -0.9 | 104 | -7
Cc1ccc2nc(C)n(-c3ccc(F)cc3)c(=O)c2c1 | 107 | 101 | 0 | 15 | -7 | 6 | -3 | 0 | 1.5 | 105 | -4
Cc1nn(Cc2ccccc2)c(C)c1C(=O)NCc1ccccc1F | 98 | 96 | -1 | 12 | -4 | -1 | -5 | 0 | -0.2 | 101 | -2
CC(=O)OC1(c2ccccc2)CCN(C)CC1(C)C (centres undefined) | 96 | 76 | 0 | 17 | 3 | 1 | 0 | 0 | 0.3 | 96 | 0
CCOC(=O)C1CCN(C(C)C(=O)c2c(C)[nH]c3cc(C)ccc23)CC1 (centres undefined) | 86 | 91 | 0 | 17 | -1 | 3 | -3 | 0 | 0.8 | 86 | 0
Nc1c(C(=O)NCCc2ccccc2)c2nc3ccccc3nc2n1CCN1CCOCC1 | 99 | 101 | -2 | 12 | 1 | 6 | -3 | -3 | 1.4 | 98 | 0
O=C(c1cc2c(s1)CCCCCC2)N1CCC2(CC1)OCCO2 | 107 | 101 | 2 | 10 | -8 | 1 | -5 | -2 | 0.4 | 99 | -2
CCCCP(=O)(O)CCC(=O)O | 99 | 100 | 0 | 36 | -13 | 38 | -6 | -4 | 1.1 | 100 | -5
COc1ccccc1Cn1c(SCC(=O)C(C)(C)C)nc2cc(C(=O)N3CCC4(CC3)OCCO4)ccc2c1=O | 97 | 102 | -2 | 26 | -3 | 13 | -4 | -5 | 13 | 98 | -3

More entries follow.
SMILES	RGS7-Gao reg	RGS8-Gao	Bcl-W Bim block	GSH fluor	Bfl-1 Bim block	ABCG2 block	Bim-Bcl-2	Bim-Bcl-XL	ABCB1 block	RGS4-Gao reg	Bcl-B Bim block
CCN(CC)CCN=Cc1c(O)n(CCC2=CCCCC2)c(=O)[nH]c1=O	99	96	0	20	-11	0	-5	-6	0.1	98	-5
CCn1nc(-c2cccs2)nc2c(=O)n(C)c(=O)nc1-2	98	100	5	10	-6	5	-8	-3	0.7	99	-8
CCC(=O)N1N=C2C3CCN(CC3)C2C1c1ccccc1 (centres undefined)	100	103	0	30	-13	7	-10	-5	0.9	101	-6
COc1ccc(C(=O)N2CCCC2=O)cc1	105	104	-2	19	2	2	0	-1	0.4	104	-5
O=C(C1CCCN(S(=O)(=O)c2cccc3nsnc23)C1)N1CCC2(CC1)OCCO2 (centres undefined)	100	103	0	28	-8	1	-8	-5	1.6	102	-7
O=P(O)(Oc1ccccc1)OC(c1ccccc1)C(F)(F)C(F)(F)F (centres undefined)	?	103	-2	12	-4	3	-2	-2	1.1	106	-2
Cn1cc(C(=O)N2CCOCC2)c2ccccc21	?	100	0	15	-5	3	0	-2	0.5	99	-5
CCn1c(O)c(C(c2ccccn2)c2c(O)n(CC)c(=S)[nH]c2=O)c(=O)[nH]c1=S	105	102	0	15	2	-1	-2	-1	-0.3	106	1
CCN1CC2([N+](=O)[O-])CC=C(Cl)C([N+](=O)[O-])(C1)C2 (centres undefined)	100	98	1	13	0	8	5	4	0.2	98	3
CCOP(=O)(OCC)C(NC(=O)C(Cl)Cl)C(Cl)(Cl)Cl (centres undefined)	103	100	-1	31	0	5	0	-2	0.3	98	0
O=C(c1ccc(Cl)cc1)C1CCCN(Cc2cccc3ncccc23)C1 (centres undefined)	98	100	-4	10	-8	5	-3	-8	5.7	98	-3
Cc1cccc(-n2c(-c3ccccc3)nc3ccccc3c2=O)n1	88	98	-1	10	-4	4	-5	-1	0.7	93	-4
O=C(O)C1C2c3ccccc3C(c3ccccc32)C1C(=O)Nc1ccccc1 (centres undefined)	89	86	-3	12	2	0	-3	1	0.2	94	2
CCN1CCN(c2ccc(N)cc2C)CC1	100	101	5	30	-1	3	-2	1	0.5	100	11
O=S(=O)(c1ccc(Cl)cc1)N1CC1c1ccccc1 (centres undefined)	95	100	-2	6	-5	2	-3	-4	0.3	100	-4
CC(=O)N1CCC2(CC1)CC(=O)c1cc(OCC(=O)N3CCC4(CC3)OCCO4)ccc1O2	95	98	0	10	3	0	1	-4	-0.3	97	2

An excerpt (hit frequency here may not be typical).
